Screening results: PubChem, several laboratories
BoNT-A LC inh2: BoNT A light chain protease inhibition. inhibition, % at 10 µM. multiplex microsphere protease substrate cleavage, flow cytometry. 360,000 tested, 0.17% active; also: plate controls were buffer without enzyme for full effect and enzyme alone for no effect
Anthrax LF inh2: anthrax lethal factor protease inhibition | multiplex microsphere protease cleavage assay, LF | inhibition, % at 10 µM | 360,000 tested, 0.12% active | AID 588501; also: plate controls were buffer without enzyme for full effect and enzyme alone for no effect
BoNT-F LC inh: inhibitors of Botulinum neurotoxin F light chain protease. Multiplex microsphere protease cleavage assay, flow cytometry. inhibition, % at 10 µM. 360,000 tested, 0.22% active; in the data active = inhibition above about 35%, passing the limit was not always enough; inconclusive = no clear call, values can overlap the other calls; also: plate controls were buffer without enzyme for full effect and enzyme alone for no effect
TcdB GH inh: blocks C. difficile toxin B glycohydrolase activity; P18177; TcdB glycohydrolase enzymatic assay, plate reader; inhibition, % at 9.99 µM; 350,000 tested, 0.24% active; in the data active = inhibition above about 10%
Target sequence (P18177 whole entry, looked up): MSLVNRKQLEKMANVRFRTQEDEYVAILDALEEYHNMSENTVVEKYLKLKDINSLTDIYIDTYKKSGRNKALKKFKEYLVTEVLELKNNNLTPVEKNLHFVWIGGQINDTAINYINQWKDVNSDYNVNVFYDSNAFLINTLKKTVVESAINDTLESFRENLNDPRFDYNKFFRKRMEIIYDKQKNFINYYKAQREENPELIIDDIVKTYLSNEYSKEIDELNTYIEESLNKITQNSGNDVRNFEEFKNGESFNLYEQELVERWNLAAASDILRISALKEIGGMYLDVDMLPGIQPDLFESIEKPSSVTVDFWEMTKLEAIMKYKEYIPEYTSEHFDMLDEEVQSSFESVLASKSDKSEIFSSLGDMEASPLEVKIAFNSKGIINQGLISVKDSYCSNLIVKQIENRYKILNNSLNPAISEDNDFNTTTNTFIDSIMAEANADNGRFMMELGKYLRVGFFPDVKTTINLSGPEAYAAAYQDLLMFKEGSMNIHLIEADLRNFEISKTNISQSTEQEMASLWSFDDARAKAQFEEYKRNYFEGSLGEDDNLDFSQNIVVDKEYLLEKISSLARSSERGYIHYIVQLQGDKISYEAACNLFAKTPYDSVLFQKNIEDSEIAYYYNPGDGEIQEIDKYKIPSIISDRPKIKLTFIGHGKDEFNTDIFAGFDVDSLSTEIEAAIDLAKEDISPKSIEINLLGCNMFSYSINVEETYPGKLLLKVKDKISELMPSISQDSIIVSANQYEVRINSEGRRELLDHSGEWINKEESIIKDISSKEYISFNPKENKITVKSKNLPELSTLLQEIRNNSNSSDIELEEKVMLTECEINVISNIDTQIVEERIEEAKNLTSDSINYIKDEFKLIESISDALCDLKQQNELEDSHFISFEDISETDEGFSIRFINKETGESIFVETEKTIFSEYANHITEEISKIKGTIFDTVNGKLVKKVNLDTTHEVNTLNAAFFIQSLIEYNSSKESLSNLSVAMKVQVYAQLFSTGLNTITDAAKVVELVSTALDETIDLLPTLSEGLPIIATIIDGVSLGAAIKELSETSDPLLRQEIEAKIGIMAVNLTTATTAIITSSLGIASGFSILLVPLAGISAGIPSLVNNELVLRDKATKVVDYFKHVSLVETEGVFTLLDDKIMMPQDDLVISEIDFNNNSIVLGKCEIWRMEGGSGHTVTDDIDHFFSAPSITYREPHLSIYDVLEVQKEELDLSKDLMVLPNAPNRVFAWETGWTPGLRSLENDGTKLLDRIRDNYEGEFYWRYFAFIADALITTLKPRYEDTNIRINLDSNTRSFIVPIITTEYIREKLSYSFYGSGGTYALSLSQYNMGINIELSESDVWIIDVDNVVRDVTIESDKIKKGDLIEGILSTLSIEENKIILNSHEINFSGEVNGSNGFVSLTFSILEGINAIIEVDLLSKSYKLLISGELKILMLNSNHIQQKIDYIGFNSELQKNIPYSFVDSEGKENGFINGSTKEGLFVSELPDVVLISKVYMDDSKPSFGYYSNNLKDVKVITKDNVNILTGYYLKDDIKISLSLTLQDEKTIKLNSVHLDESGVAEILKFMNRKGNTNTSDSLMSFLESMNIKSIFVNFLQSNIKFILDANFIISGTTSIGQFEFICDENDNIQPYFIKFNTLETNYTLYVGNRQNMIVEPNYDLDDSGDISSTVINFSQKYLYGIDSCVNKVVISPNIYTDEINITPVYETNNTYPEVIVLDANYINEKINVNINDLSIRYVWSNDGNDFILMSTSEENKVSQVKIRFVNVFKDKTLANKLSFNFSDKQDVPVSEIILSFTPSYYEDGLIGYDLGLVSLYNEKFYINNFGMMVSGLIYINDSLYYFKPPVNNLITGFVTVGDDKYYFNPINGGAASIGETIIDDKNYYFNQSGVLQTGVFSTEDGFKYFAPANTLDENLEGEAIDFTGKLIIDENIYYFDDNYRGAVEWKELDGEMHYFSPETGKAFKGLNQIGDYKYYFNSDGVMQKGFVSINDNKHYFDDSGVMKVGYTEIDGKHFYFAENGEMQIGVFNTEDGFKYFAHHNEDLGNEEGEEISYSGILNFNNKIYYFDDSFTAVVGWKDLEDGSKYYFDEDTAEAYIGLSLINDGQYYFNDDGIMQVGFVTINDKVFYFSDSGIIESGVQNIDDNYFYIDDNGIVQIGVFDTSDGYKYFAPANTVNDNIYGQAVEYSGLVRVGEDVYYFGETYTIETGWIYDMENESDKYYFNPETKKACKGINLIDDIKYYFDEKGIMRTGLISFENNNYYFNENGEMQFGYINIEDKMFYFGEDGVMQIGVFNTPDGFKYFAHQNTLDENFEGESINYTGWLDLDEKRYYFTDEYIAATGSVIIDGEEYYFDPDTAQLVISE
PrPC TRFRET: cell surface PrPC inhibition, primary TR-FRET screen; inhibition, % at 13.8 µM; AID 720596; TR-FRET read-out; 370,000 tested, 0.43% active; P04156; in the data active = inhibition above about 24%; also: 0% = median of the test wells and 100% = reference compound wells
FadD28 FP inh: inhibitors of Mycobacterium tuberculosis FadD28 bisubstrate binding | inhibition, % at 12.5 µM | FadD28 bisubstrate probe binding, fluorescence polarization | AID 588549 | 360,000 tested, 0.22% active; in the data active = inhibition above about 8.5%, passing the limit was not always enough; inconclusive = no clear call, values can overlap the other calls
CCHF vOTU inh: blocks the CCHF virus ovarian tumor domain protease | CCHFV vOTU protease, Pep-AMC fluorescence | inhibition, % at 11.5 µM | 370,000 tested, 0.55% active | AID 651958; in the data active = inhibition above about 30%; also: 0% = vehicle wells with enzyme and 100% = no enzyme wells
PfHsp40 rescue: restores yeast growth despite PfHsp40 toxicity; growth rescue, % at 12.5 µM; S. cerevisiae expressing PfHsp40, growth rescue, ATP luminescence; AID 504582; 340,000 tested, 0.68% active; in the data active = growth rescue above about 28%, passing the limit was not always enough; inconclusive = no clear call, values can overlap the other calls;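 also: yeast W303a lacking pdr1 and pdr3 grown in galactose medium; growth measured after three days at 30 °C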
Y pestis TopoI: Y. pestis Topo-I inhibition via cleavage products. Y. pestis Topo-I cleavage product accumulation, plate reader. activity, % at 10 µM. 360,000 tested, 0.064% active. AID 504884; in the data active = activity above about 50%, passing the limit was not always enough; inconclusive = no clear call, values can overlap the other calls; also: inactives centre near 2
* hit, by the source's call; ? = inconclusive; nt = not tested or not shown. Rule as the data show it, unless noted: active = inhibition above about 30%; inconclusive = no clear call, values can overlap the other calls; inactive = below that.

SMILES | BoNT-A LC inh2 | Anthrax LF inh2 | BoNT-F LC inh | TcdB GH inh | PrPC TRFRET | FadD28 FP inh | CCHF vOTU inh | PfHsp40 rescue | Y pestis TopoI
O=C(Oc1cccc(C(=S)N2CCOCC2)c1)c1cc([N+](=O)[O-])cc([N+](=O)[O-])c1 | -1.6 | 0 | -7 | 2.0 | -30 | 0.2 | 0 | 0.6 | -6
CCCC(C(=O)NCC1CCCO1)N(Cc1ccccc1)C(=O)CNS(=O)(=O)c1ccccc1 (stereo not given) | 2.8 | 0 | -2 | 1.1 | 2 | 0.1 | -9 | 0.1 | 4
O=S(=O)(NCCc1ccccn1)c1cc(Cl)cc(Cl)c1O | 0.1 | -3 | -3 | -2.0 | 9 | -1.6 | 1 | 0.5 | 2
Cc1ccc(NC(=O)COc2ccccc2C(=O)NCCc2ccccc2)cc1 | -3.3 | -2 | 31 | 1.4 | 6 | -8.1 | 3 | 0.9 | 15
COC(=O)C1=C(C)N(CCc2c[nH]c3ccccc23)C(=O)C1 | -1.7 | -7 | -6 | 0.3 | 4 | ? | -2 | 1.2 | 2
O=C(/C=C/c1ccccc1[N+](=O)[O-])NCc1ccc(Cl)cc1 | -0.9 | -2 | -1 | -0.9 | 4 | 0.6 | 2 | 0.6 | -7
C=CCn1c(SCc2c(C)noc2C)nc2sc3c(c2c1=O)CCC(C)C3 (stereo not given) | -0.3 | 1 | -2 | nt | 7 | 0.0 | 20 | -0.5 | 0
Cc1ccc(-n2c(-c3ccc(Cl)cc3)n[nH]c2=S)c(C)c1 | -3.2 | -5 | ? | 4.0 | 14 | -1.9 | 10 | 3.1 | 14
CCOC(=O)C(CCSC)NC(=O)CN (stereo not given) | 0.2 | -1 | -2 | 1.6 | 5 | 1.7 | -3 | 2.1 | 4
O=C(Nc1ccc(C(=O)N2CCCC2)cc1)C1CCCCC1 | -0.1 | -10 | -4 | -0.3 | 2 | -3.0 | 4 | -1.2 | -3
Cc1ccc(C)c(OCCCC(C)(C)C(=O)O)c1 | -0.5 | -4 | -9 | -0.9 | 8 | -1.2 | -7 | 18 | 4
CCN(CC)c1ccc(NC(=O)Cn2c(C(C)NC(=O)c3ccc(C)cc3)nc3ccccc32)cc1 (stereo not given) | -1.3 | -3 | -3 | 0.6 | 4 | -2.1 | -7 | -0.9 | 2
COc1ccc(OCCCC(=O)Nc2ccc(S(=O)(=O)N3CCOCC3)cc2)cc1 | 1.6 | -6 | 9 | -0.8 | 11 | 0.4 | 10 | -0.3 | 10
Cc1ccc(-n2c(SCc3cc(=O)n4ccsc4n3)nnc2-c2cccnc2)c(C)c1 | 1.9 | -2 | 2 | -0.4 | 5 | -1.0 | 0 | -0.4 | -1
CSCc1ccc(C(=O)N2CCC(N3CCC(C(=O)NC(C)C)CC3)CC2)o1 | -1.7 | -1 | -2 | 8.2 | -3 | -1.0 | 0 | -1.7 | 10
Cn1nnnc1SCC(=O)Nc1ccc(Oc2ccc(Cl)cc2)cc1 | -1.3 | -1 | -21 | 0.8 | -3 | -0.2 | -15 | 0.1 | 1
Nc1nc(NC(=O)c2cccc(S(=O)(=O)N3CCCCCC3)c2)nc(-c2ccccc2)n1 | -0.4 | 3 | 2 | nt | -5 | 0.6 | -13 | 0.3 | 2
COc1ccc(-n2c(C)c(C(C)=O)c3cc(OC(C)=O)ccc32)cc1 | -0.9 | -7 | ? | 1.1 | -4 | -1.2 | -15 | -1.6 | 1
CCCCNC(=S)Nc1ccc(F)cc1 | 0.0 | 0 | 1 | 0.9 | 7 | -1.1 | 6 | 1.2 | 4
Cc1ccc([C@@H]2C[C@H]3[C@@H](CN2S(=O)(=O)c2ccc(Cl)cc2)C(=O)C[C@@H](c2cccc4ccccc24)N3S(=O)(=O)c2ccc(C)cc2)cc1 | -0.8 | -11 | -2 | 0.6 | 2 | -1.0 | 14 | nt | 0
COc1ccc(N2CCN(C3CCCN(Cc4ccc(F)c(F)c4)C3)CC2)cc1 (stereo not given) | -2.9 | 1 | -24 | -11 | 3 | -1.1 | 7 | -0.6 | 11
C[N+]1(C)C2CCC1CC(OC(=O)C(CO)c1ccccc1)C2 (stereo not given) | -0.2 | -2 | -8 | 0.5 | 5 | -0.1 | 17 | -0.4 | 2
COc1cc([N+](=O)[O-])ccc1NC(=O)/C=C\C(=O)O | -0.5 | -7 | -7 | 1.2 | -4 | 0.8 | 8 | -0.5 | 6
COc1ccc(N(CC(=O)N2CCN(c3ccccc3)CC2)S(=O)(=O)c2c(C)noc2C)cc1 | -0.7 | -10 | -10 | 0.6 | -9 | -3.9 | 10 | 0.0 | 21
O=c1c2ccc([N+](=O)[O-])cc2ncn1CCOc1cccc(Br)c1 | 0.4 | -3 | 14 | 0.4 | 0 | -6.1 | 0 | 1.3 | 6
CN(CC(=O)Nc1ccccc1F)S(=O)(=O)c1ccc2c(c1)n(C)c(=O)c(=O)n2C | nt | nt | nt | 2.0 | 6 | 0.4 | 9 | -1.5 | -4
Cc1nn(Cc2ccccc2)c(C)c1NC(=O)c1cc(-c2ccco2)on1 | 1.6 | 2 | 0 | nt | 9 | -1.4 | 7 | -0.3 | 10
COc1ccc(CN2C(=O)c3cccnc3C2O)cc1 (stereo not given) | -3.2 | -9 | -43 | nt | 2 | -1.4 | -1 | -1.5 | 2
CCN(CC)S(=O)(=O)c1ccc(OC)c(NC(=O)C2CC(=O)N(c3ccc4c(c3)OCCO4)C2)c1 (stereo not given) | nt | nt | nt | -0.2 | 4 | 0.4 | -3 | -1.3 | 24
COc1ccc(CCC(=O)N2CCN(C(=O)c3ccccc3)CC2)cc1 | -0.1 | 10 | 4 | 0.2 | -2 | -1.5 | 0 | 0.1 | 1
Cc1cc(C)nc(SCC(=O)N/N=C/c2ccc3c(c2)OCO3)n1 | -3.0 | -1 | -5 | 1.2 | -8 | -2.3 | 19 | -1.2 | -5
CCN(CC)S(=O)(=O)c1cccc(C(=O)NCC2CCCO2)c1 (stereo not given) | 0.5 | 2 | -6 | 2.0 | 5 | 0.4 | 0 | -0.5 | 6
CC(C)(C)C(=O)Cn1ncc(Cl)c(Cl)c1=O | 0.4 | -1 | -5 | 0.4 | 3 | 0.0 | -7 | 1.4 | -6
O=C(CSc1nc(NS(=O)(=O)c2ccccc2)cc(=O)[nH]1)Nc1cccc(C(F)(F)F)c1 | 0.8 | 2 | 6 | 0.8 | 2 | -2.8 | 12 | -0.6 | 1
Cc1cccc(S(=O)(=O)NC(=O)C2(C)CCN2C(=O)c2ccccc2CCc2ccccc2)c1 (stereo not given) | -0.1 | -6 | 2 | -4.6 | 6 | -3.5 | -3 | nt | 2
CC(C)(C)OC(=O)NCCCCCNC(=O)c1nc[nH]c1C(=O)NCc1ccc(CNC(=O)OC(C)(C)C)cc1 | -0.1 | -9 | -14 | -0.3 | 25* | 0.0 | 25 | 2.9 | -13
CCCCN(CC)C(=O)Cn1nc(Cc2ccncc2)c2ccccc2c1=O | 1.1 | -5 | 5 | 0.1 | 3 | nt | -11 | -0.2 | 8
O=C(N/N=C/c1ccc(N2CCOCC2)s1)c1ccc(O)cc1 | 0.4 | -3 | -7 | -3.4 | -4 | 0.3 | 18 | nt | -14
Cc1ccc(-c2nn(-c3ccccc3)cc2C2CC(c3cccs3)=NN2C(=O)CCCC(=O)O)cc1 (stereo not given) | -0.5 | -12 | -9 | nt | -7 | 0.0 | -1 | 1.0 | -9
O=C(Nc1cccc(-n2cccn2)c1)C1CCCN(Cc2ccc(C#CCCO)cc2)C1 (stereo not given) | -1.2 | -4 | 7 | 3.0 | 0 | -0.8 | 13 | -0.2 | 8
CC(NC(=O)COC(=O)c1ccc(N2CCCC2=O)cc1)c1ccc(F)cc1 (stereo not given) | -0.3 | 3 | -2 | 2.8 | -2 | -3.6 | -13 | 1.2 | -2
O=C(Nc1ccc(OC(F)(F)F)cc1)N1CCN(c2ccnc3cc(Cl)ccc23)CC1 | nt | nt | nt | 1.9 | 5 | -5.3 | 15 | 3.7 | 4
CCn1c(=O)n(CC)c2cc(S(=O)(=O)N3CCc4ccccc43)ccc21 | -0.6 | -4 | -4 | nt | 14 | -3.1 | 13 | -1.0 | 7
CC(C)(C)OC(=O)C[C@@H]1C/C=C\C[C@@H](CC(=O)N(CCO)Cc2ccccc2)C(=O)N[C@H](C(C)(C)C)COC1=O | -0.4 | -5 | -11 | 1.2 | 2 | -4.4 | 5 | 2.3 | 12
CCN(CC)C(=O)C1=C(C)N(Cc2ccc(C(C)(C)C)cc2)C(=O)C(CC(=O)NCCCCc2ccccc2)C1 (stereo not given) | 0.2 | 1 | 2 | 1.8 | 10 | -2.6 | 17 | nt | 4
COc1ccc(S(=O)(=O)N2CCOC2CNC(=O)C(=O)NCCCn2ccnc2)cc1OC (stereo not given) | -1.9 | 2 | -13 | -0.7 | -9 | 1.2 | -1 | -0.8 | -3
COC(=O)C1(C)NC(c2cccc(C)c2)C2C(=O)N(c3ccccc3)C(=O)C21 (stereo not given) | -0.5 | -1 | 2 | 1.0 | 3 | -3.1 | -5 | nt | 1
CCn1c(SCC(=O)NC2CCCCC2)nnc1C(C)NC(=O)c1ccccc1F (stereo not given) | 0.0 | 5 | 4 | 0.8 | -4 | 0.0 | 4 | -0.6 | 4
O=S(=O)(Cc1ccc(Cl)cc1)c1ncc(CO)n1Cc1ccccc1 | -1.3 | -9 | 0 | 1.1 | -3 | -3.3 | 4 | 1.0 | -6
Cc1nc2ccc(NC(=O)NC(=O)c3c(Cl)cccc3Cl)cc2o1 | 0.3 | -4 | -4 | 0.1 | 0 | -1.3 | -2 | 0.4 | 10
C/C(=N\Nc1ccccc1)c1cc2ccccc2oc1=O | 0.0 | 0 | -4 | -1.3 | -9 | -0.8 | -7 | -0.7 | -5
Cn1cccc1/C=N/NC(=O)c1cccc(OC(F)(F)C(F)F)c1 | -0.4 | 2 | -9 | 0.3 | -1 | -1.0 | -3 | 0.2 | 7
CC(C)(C)NC(=O)CSc1nsc(SCC(=O)NC(C)(C)C)c1C#N | -2.1 | -3 | 0 | nt | -4 | -1.9 | 0 | -1.0 | 0
CCOc1nc(N=C(N)N)nc2c(C)cccc12 | 2.4 | 1 | -31 | nt | -5 | -4.7 | -32 | -0.4 | -2
NC(=S)Nn1c(CCC(=O)O)ccc1-c1ccccc1 | -0.1 | 4 | -2 | -0.1 | 5 | 1.1 | 0 | -0.9 | -5
Cc1cc(C)cc(NC(=O)CCCSc2nc3ccccc3[nH]2)c1 | 0.6 | -1 | -1 | nt | 6 | -8.6 | 14 | -0.8 | 7
COc1ccc(CNC(=O)CSc2nnc(C3CC3)n2C2CC2)cc1 | 1.1 | 2 | -14 | 1.4 | -2 | -4.4 | 5 | -0.5 | 1

Of the compounds above, these contain an NH in an aromatic ring:
SMILES | BoNT-A LC inh2 | Anthrax LF inh2 | BoNT-F LC inh | TcdB GH inh | PrPC TRFRET | FadD28 FP inh | CCHF vOTU inh | PfHsp40 rescue | Y pestis TopoI
COC(=O)C1=C(C)N(CCc2c[nH]c3ccccc23)C(=O)C1 | -1.7 | -7 | -6 | 0.3 | 4 | ? | -2 | 1.2 | 2
Cc1ccc(-n2c(-c3ccc(Cl)cc3)n[nH]c2=S)c(C)c1 | -3.2 | -5 | ? | 4.0 | 14 | -1.9 | 10 | 3.1 | 14
O=C(CSc1nc(NS(=O)(=O)c2ccccc2)cc(=O)[nH]1)Nc1cccc(C(F)(F)F)c1 | 0.8 | 2 | 6 | 0.8 | 2 | -2.8 | 12 | -0.6 | 1
CC(C)(C)OC(=O)NCCCCCNC(=O)c1nc[nH]c1C(=O)NCc1ccc(CNC(=O)OC(C)(C)C)cc1 | -0.1 | -9 | -14 | -0.3 | 25* | 0.0 | 25 | 2.9 | -13
Cc1cc(C)cc(NC(=O)CCCSc2nc3ccccc3[nH]2)c1 | 0.6 | -1 | -1 | nt | 6 | -8.6 | 14 | -0.8 | 7
